Bioassay records (PubChem)
D2 ag: agonists of human D2 dopamine receptor; P14416; HEK293 T-REx D2 cells, calcium flux agonist mode; activation, % at 2 µM; hit rate 0.53% among 340,000;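 active = activation over 3 SD above normal in the single-dose calcium agonist read, cut at about 30% in these data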; also: 0% is about no effect
Target sequence (P14416 whole entry, looked up): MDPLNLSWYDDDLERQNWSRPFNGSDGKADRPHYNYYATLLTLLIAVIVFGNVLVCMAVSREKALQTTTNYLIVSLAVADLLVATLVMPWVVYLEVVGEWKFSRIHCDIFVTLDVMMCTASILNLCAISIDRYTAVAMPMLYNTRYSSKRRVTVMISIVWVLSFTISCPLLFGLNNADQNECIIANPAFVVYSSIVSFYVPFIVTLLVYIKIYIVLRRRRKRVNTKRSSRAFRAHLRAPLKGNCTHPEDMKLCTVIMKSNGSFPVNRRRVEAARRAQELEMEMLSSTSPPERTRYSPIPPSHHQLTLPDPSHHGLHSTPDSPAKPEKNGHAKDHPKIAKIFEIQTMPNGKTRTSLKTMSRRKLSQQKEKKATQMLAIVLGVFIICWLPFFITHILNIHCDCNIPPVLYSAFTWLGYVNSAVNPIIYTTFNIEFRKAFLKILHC
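Calcium-flux readout, 1 cycle/sec over 180 s following compound pin transfer, in inducible HEK293 Trex D2 cells (force-coupled); dopamine controls included. Positive calcium responses during this window marked compounds as potential agonists.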
TRHR enhancer: allosterically enhances the human TRH receptor; hit rate 0.66% among 360,000; P34981; enhancement, % at 2 µM; TRHR cells, fluo-8 calcium fluorescence, EC20 TRH enhancement; in the data active = enhancement above about 30%; also: 0% is about no effect
Target sequence (P34981 whole entry, looked up): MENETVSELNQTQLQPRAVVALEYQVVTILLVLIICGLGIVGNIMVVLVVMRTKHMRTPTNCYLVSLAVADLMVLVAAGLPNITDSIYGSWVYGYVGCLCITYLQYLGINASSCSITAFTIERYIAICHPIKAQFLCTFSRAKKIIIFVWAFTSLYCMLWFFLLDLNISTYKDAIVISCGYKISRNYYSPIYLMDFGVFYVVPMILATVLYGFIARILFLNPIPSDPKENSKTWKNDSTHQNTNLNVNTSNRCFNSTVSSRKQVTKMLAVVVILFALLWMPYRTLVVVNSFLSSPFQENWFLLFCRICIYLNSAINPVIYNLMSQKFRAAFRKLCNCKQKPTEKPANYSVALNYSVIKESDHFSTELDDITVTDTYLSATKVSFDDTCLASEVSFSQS
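Enhancer read-out: after compound pinning and an initial kinetic agonist-mode read, an EC20 of TRH (10 nM final) was injected and fluo-8 calcium signal (Ex 480/Em 530) followed at 1 s/cycle for 100 cycles in TRHR-expressing cells.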
D1 ag: agonists of human D1 dopamine receptor. HEK293 T-REx D1 cells, calcium flux, agonist mode. P21728. activation, % at 2 µM. hit rate 1% among 360,000. AID 504660; in the data active = activation above about 30%; also: 0% is about no effect
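Inducible HEK293 T-REx D1 cells, force-coupled to calcium signalling, were plated at 4000 cells/well with tetracycline and held overnight at 30 C. After no-wash calcium dye loading, compound-evoked calcium rise over 180 s flagged agonists.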
D1 potentiator: human D1 dopamine receptor positive modulation; P21728; HEK293 TREx D1 cells, calcium flux, dopamine EC20 potentiation; potentiation, % at 10 µM; hit rate 0.036% among 360,000; AID 504651; in the data active = potentiation above about 30%; also: 0% is about no effect
D1 antag: antagonists of human D1 dopamine receptor; P21728; HEK293 TREx D1 cells, calcium flux, dopamine EC80; stronger effect = lower value; activity change, negative = inhibition, % at 10 µM; hit rate 3.2% among 360,000; AID 504652; in the data active = activity change below about -30%; also: % is scaled to controls: 0 for no effect and ±100 for the full control effect
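Cells carrying a force-coupled, tetracycline-inducible human D1 receptor report calcium flux. Each well gets a 10 s baseline, compound with 180 s monitoring, then an EC80 dopamine stimulus with a second 180 s kinetic read.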
RXFP1 agonist: activates the human relaxin receptor RXFP1 | HEK293T-RXFP1 cAMP TR-FRET, 30 min; response scale: percent of porcine relaxin response, buffer zero | hit rate 0.3% among 370,000 | Potency, µM (titrated, usually from 57.5 µM), without a hit: top-dose activation, hits mostly activators; active = well fitted activation curve with a large enough effect; inconclusive = small, poorly fitted or top-dose-only effect; also: potency is read from the fitted curve at half-maximal effect; % is scaled to controls: 0 for no effect and ±100 for the full control effect; nearly all actives have a fitted effect of over 60% in size; many of its hits are not listed in these tables
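HEK293T cells stably expressing RXFP1 were pretreated with the PDE4 inhibitor Ro 20174, exposed to compounds for 30 min at 37C, lysed, and cAMP was read by TR-FRET. Data normalized to buffer (basal) and 29 nM porcine relaxin (100%).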
RXFP1 antagonist: blocks the human relaxin receptor RXFP1 | activity change, negative = inhibition, % at 57.5 µM | HEK293-RXFP1, relaxin-stimulated cAMP HTRF, 30 min; stronger effect = lower value | Q9HBX9 | hit rate 0.59% among 350,000;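 active = activity change of -60% or lower, but not beyond a set lower limit; inconclusive = change between -60% and -40%, or beyond the set limit; inactive = change above -40%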; also: % is scaled to controls: 0 for no effect and ±100 for the full control effect
D2 PAM: positively modulates the human D2 dopamine receptor allosterically; potentiation, % at 10 µM; HEK293 T-REx D2, calcium flux, EC20 dopamine potentiation; AID 485347; hit rate 0.34% among 340,000; P14416;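 active = potentiation over 3 SD above the plate norm, cut at about 30% in these data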; also: 0% is about no effect
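Primary screen. Calcium kinetics in induced HEK293 T-REx D2 cells: compound pre-addition 180 s, EC20 dopamine, 180 s more.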
D2 antag: D2 dopamine receptor (human) antagonism; P14416; HEK293 TREx D2 cells, calcium flux, dopamine EC80; inhibition, % at 10 µM; hit rate 2% among 340,000; in the data active = inhibition above about 30%; also: 0% is about no effect
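HEK293 T-REx D2 cells, tet-induced, calcium dye no-wash. Cpd pintool add, 180 s kinetic, then EC80 DA, 180 s kinetic. Ca flux read.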
* marks the source's active call; other numbers are inactive results; u = inconclusive; x = not tested or not shown. Some of the compounds tested. The share of hits here may be higher or lower than overall.

1. CC(C)(O)[C@H]1Cc2cc3ccc(=O)oc3cc2O1
2. C/C=C\C=C/C(=O)Nc1cccc(C2=NOC3(C2)C[C@H](C(N)=O)N(C(=O)CC)C3)c1 (stereo not given in full)
3. Cn1cc(CCNC(=O)c2ccc3nc(Cc4ccccc4F)oc3c2)cn1
4. CCOc1ccc(-n2c(C)cc(/C=N/Nc3nc(C)cc(=O)[nH]3)c2C)cc1
5. CC(C)CCn1nnnc1C(C(C)C)N1CCC(C(N)=O)CC1 (stereo not given)
6. CCN(CC)C(=O)CSc1nc2ccsc2c(=O)n1Cc1ccccc1Cl
7. Cn1ccnc1C(O)c1cccc(OCc2ccccc2)c1 (stereo not given)
8. COC(=O)C1=C(C)OC(N)=C(C#N)C1c1cc2cc(C)ccc2nc1Cl (stereo not given)

screen / no.	1	2	3	4	5	6	7	8
D2 ag	0.7	-0.6	x	-1.5	0.4	0.3	0.4	0.3
TRHR enhancer	14	-7	12	3	-1	1	8	3
D1 ag	1	6	12	3	1	4	5	2
D1 potentiator	-4	0	-6	-4	-4	0	3	-3
D1 antag	-2	-13	9	-35*	3	2	4	7
RXFP1 agonist	5.0%	-0.3%	2.8%	0.2%	-0.1%	-0.1%	-0.1%	4.0%
RXFP1 antagonist	18	x	0	-8	-24	6	8	-7
D2 PAM	4	3	x	3	8	-3	-5	1
D2 antag	-13	-2	x	7	-2	x	4	-4

Sorted by length of the SMILES (ascending): some entries from above
8. COC(=O)C1=C(C)OC(N)=C(C#N)C1c1cc2cc(C)ccc2nc1Cl (stereo not given)
4. CCOc1ccc(-n2c(C)cc(/C=N/Nc3nc(C)cc(=O)[nH]3)c2C)cc1
2. C/C=C\C=C/C(=O)Nc1cccc(C2=NOC3(C2)C[C@H](C(N)=O)N(C(=O)CC)C3)c1 (stereo not given in full)

screen / no.	8	4	2
D2 ag	0.3	-1.5	-0.6
TRHR enhancer	3	3	-7
D1 ag	2	3	6
D1 potentiator	-3	-4	0
D1 antag	7	-35*	-13
RXFP1 agonist	4.0%	0.2%	-0.3%
RXFP1 antagonist	-7	-8	x
D2 PAM	1	3	3
D2 antag	-4	7	-2

Filtered by structure, those above containing a Cl atom
6. CCN(CC)C(=O)CSc1nc2ccsc2c(=O)n1Cc1ccccc1Cl
8. COC(=O)C1=C(C)OC(N)=C(C#N)C1c1cc2cc(C)ccc2nc1Cl (stereo not given)

screen / no.	6	8
D2 ag	0.3	0.3
TRHR enhancer	1	3
D1 ag	4	2
D1 potentiator	0	-3
D1 antag	2	7
RXFP1 agonist	-0.1%	4.0%
RXFP1 antagonist	6	-7
D2 PAM	-3	1
D2 antag	x	-4

Next part.
9. O=C(OCC(=O)N1CCCCC1)c1ccccc1SCC(=O)N1CCCCC1
10. O=C(CN1C(=O)NC2(CCCC2)C1=O)OCC(=O)c1cccc(Cl)c1
11. CCOc1ccccc1NC(=O)CS(=O)(=O)c1cn(CC(=O)N2CCOCC2)c2ccccc12
12. CCn1c(CN2CCOCC2)nnc1SCC(=O)Nc1cccc(C)c1
13. O=C(C1=C[C@H](c2ccc(Br)cc2)C[C@H](OCCCCO)O1)N1CCN(Cc2ccc3c(c2)OCO3)CC1
14. COc1cccc(NC(=O)C(C)OC(=O)CCCNC(=O)c2ccc(Cl)cc2)c1 (stereo not given)
15. Cc1ccccc1OCC(=O)Nc1ccccc1N1CCC(C)CC1
16. CSc1nc2nc3c(c(=O)n2[nH]1)CCC3

screen / no.	9	10	11	12	13	14	15	16
D2 ag	2.5	0.2	0.1	-1.2	-0.2	-2.6	0.2	-0.6
TRHR enhancer	1	9	2	1	6	2	-2	-4
D1 ag	1	3	0	4	5	3	7	1
D1 potentiator	-2	3	-3	-9	-3	-5	7	-3
D1 antag	-11	-9	23	-2	9	-1	17	-10
RXFP1 agonist	-0.2%	-0.9%	-0.3%	0.2%	-2.1%	-2.7%	-0.5%	0.6%
RXFP1 antagonist	-13	8	-17	-7	x	3	u	5
D2 PAM	-3	2	13	-3	-9	23	3	-6
D2 antag	-1	15	-6	-15	-7	0	-19	1

17. O=C(CCN1C(=O)c2ccccc2C1=O)Nc1cccc(F)c1
18. CC(C)Cn1c(N)c(C(=O)COC(=O)[C@H](C)NC(=O)c2ccccc2Cl)c(=O)n(C)c1=O
19. O=C(CN(Cc1ccco1)C(=O)CNS(=O)(=O)c1ccc(Cl)cc1)NC1CCCCC1
20. COc1ccc(N(C(=O)c2ccco2)S(=O)(=O)c2cc(Cl)c(Cl)cc2Cl)cc1
21. CC1(C)Cc2c(sc(NC(=O)COc3cccc4ccccc34)c2C#N)C(C)(C)N1
22. O=C(c1cc([N+](=O)[O-])ccc1N1CCCC1)N1CCCCC1
23. Cc1cc(NC(=O)c2cc(C(C)(C)C)oc2C)no1
24. Cc1cc(C)n(C(C)Sc2ccccc2)n1 (stereo not given)

screen / no.	17	18	19	20	21	22	23	24
D2 ag	-1.7	0.6	0.6	0.5	0.9	0.9	0.3	-0.5
TRHR enhancer	-8	1	-16	14	-12	-4	3	1
D1 ag	2	4	1	9	2	5	3	2
D1 potentiator	2	-5	-3	-11	4	-2	1	-3
D1 antag	-8	-17	18	-25	8	-16	-6	-1
RXFP1 agonist	3.0%	-0.2%	-0.1%	1.5%	1.3%	-0.6%	-1.1%	-1.6%
RXFP1 antagonist	3	-3	-7	-12	-8	-10	-2	x
D2 PAM	-4	-1	-6	7	1	2	0	-19
D2 antag	9	21	-8	-16	-8	-6	-8	-4

25. COc1ccc(C(=O)N2CCN(Cc3ccc(OC)c(OC)c3)CC2)cc1
26. COc1ccc(OC)c(/C=C/C(=O)OCC(=O)N2CCN(S(=O)(=O)c3ccc(C)cc3C)CC2)c1
27. CCCCOC(=O)Nc1ccc(C(C)C)cc1
28. Cn1c(-c2ccccc2)c(CCO)c2ccccc21
29. NNC(=O)c1ccc(CSc2nc3ccccc3[nH]2)cc1
30. N#C/C(=C\c1ccc(Cl)cc1)c1nc(-c2cc3c(ccc4ccccc43)oc2=O)cs1
31. COc1ccc(NC(=O)c2oc3ccccc3c2NC(=O)C(C)(C)C)cc1
32. Cc1cc(Cl)c2oc(C(=O)NCCC3CCCCO3)c(C)c2c1 (stereo not given)

screen / no.	25	26	27	28	29	30	31	32
D2 ag	0.3	0.5	0.1	-0.3	-0.2	x	-0.3	-0.4
TRHR enhancer	4	2	-1	2	1	-1	-4	-5
D1 ag	-1	1	1	1	1	1	0	3
D1 potentiator	-7	2	0	-2	-4	1	-3	8
D1 antag	20	3	-16	-1	-10	11	-6	1
RXFP1 agonist	0.7%	7.2%	1.4%	-1.6%	3.9%	0.4%	-0.4%	-0.9%
RXFP1 antagonist	-2	-20	-39	-13	-36	-1	-14	-4
D2 PAM	6	-2	-7	1	2	-7	1	1
D2 antag	0	4	-11	-20	-9	x	23	19

33. CC(=O)c1ccc(NC(=O)/C(=C\c2ccccc2)NC(=O)/C=C/c2ccccc2)cc1
34. O=C(CSc1n[nH]c(-c2cccnc2)n1)Nc1ccnc2ccccc12
35. CCCCn1c(SCn2nnc3ccccc3c2=O)nc2cc(S(N)(=O)=O)ccc21
36. c1ccc(Cn2nnc3c(NCC4CCCO4)ncnc32)cc1 (stereo not given)
37. N#Cc1ccc(OCC(=O)NCC2COc3ccccc3O2)cc1 (stereo not given)
38. CC(=O)Nc1nonc1-c1nc2ccccc2n1Cc1ccccc1
39. Cn1cnnc1SCC(=O)c1ccc2c(c1)OCO2
40. Cc1ccc(Nc2nnc(-c3ccc(C)c(S(=O)(=O)N4CCOCC4)c3)c3ccccc23)cc1

screen / no.	33	34	35	36	37	38	39	40
D2 ag	0.3	0.9	-0.4	1.3	0.4	0.1	-0.4	0.5
TRHR enhancer	13	4	-4	-8	3	6	13	18
D1 ag	4	1	0	3	0	5	7	-2
D1 potentiator	-7	-2	-2	-1	-8	-2	-2	-2
D1 antag	-15	-31*	-1	10	15	8	3	3
RXFP1 agonist	-0.9%	2.9%	-0.9%	0.7%	0.1%	-1.0%	0.2%	0.7%
RXFP1 antagonist	-11	-16	-18	0	-12	-11	2	-18
D2 PAM	-2	13	1	-17	8	0	-2	8
D2 antag	7	7	-3	14	4	19	6	x

41. CCN(CC)CCSc1nnc2c3cc(C)ccc3n(Cc3ccccc3)c2n1
42. CCOC(=O)c1ccccc1NC(=O)COc1ccccc1-c1nnc(-c2ccccc2)o1
43. Cc1cccc(N=C2NN=C(c3c[nH]c4ccccc34)CS2)c1
44. COc1ccc(S(=O)(=O)N(CCCN2CCCC2=O)Cc2cc3c(C)cc(C)cc3[nH]c2=O)cc1
45. CN(CC(=O)Nc1ccccc1C(F)(F)F)C(=O)c1cc2c(s1)CCCCC2
46. CC(C)(C)c1cc(C(=O)N2CCN(c3ncccn3)CC2)ccn1
47. COc1ccccc1N1CCN(c2ccc(-c3nc(-c4ccccc4C)no3)cc2[N+](=O)[O-])CC1
48. O=C(Nc1ccccc1Br)C(=O)N1CCCC1

screen / no.	41	42	43	44	45	46	47	48
D2 ag	-0.8	-0.5	-0.3	0.6	-0.2	-0.8	0.3	-1.1
TRHR enhancer	-3	4	3	-10	5	4	-3	-3
D1 ag	0	1	1	2	8	2	4	0
D1 potentiator	-6	-5	-3	-3	-11	-2	-1	2
D1 antag	-7	26	8	1	-8	-6	-1	2
RXFP1 agonist	1.5%	-0.2%	0.6%	-0.1%	0.3%	2.6%	u	2.6%
RXFP1 antagonist	-13	x	-6	-7	-3	4	x	x
D2 PAM	-15	13	15	8	-5	18	-4	10
D2 antag	-28	x	9	-5	-9	-2	x	-3
